Assay outcomes as filed in PubChem.
TNAP inh noacc – human TNAP enzyme inhibitors, primary screen, biochemical, luminescent, no phosphate acceptor, uHTS | Alkaline phosphatase, tissue-nonspecific isozyme (Homo sapiens), P05186 | purified TNAP, CDP-star luminescence, 30 min | inhibition, % at 20 µM | hit rate 0.26% among 200,000 | AID 1012, 2008;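 active means tissue-nonspecific alkaline phosphatase inhibition above about 50% at 20 µM in the single-dose screen, limit read from the data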;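 further: 0% = DMSO negative control and 100% = EDTA positive control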
FLuc stim CS – FLuc activators, initial screening, artefact control for FLuc-dependent activation tests, biochemical, ATPlite luminescence; Luciferin 4-monooxygenase (Photinus pyralis), P08659; ATPlite luciferase biochemical, 10 min; 0 = ATP-free wells, 1 = DMSO control; 200,000 tested, under 10 active; activation factor at 10 µM; AID 1027, 2008;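 active means luciferase activation factor, scaled between plate controls, of at least 2 with compound at 10 µM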
Target sequence (P08659 whole entry, looked up): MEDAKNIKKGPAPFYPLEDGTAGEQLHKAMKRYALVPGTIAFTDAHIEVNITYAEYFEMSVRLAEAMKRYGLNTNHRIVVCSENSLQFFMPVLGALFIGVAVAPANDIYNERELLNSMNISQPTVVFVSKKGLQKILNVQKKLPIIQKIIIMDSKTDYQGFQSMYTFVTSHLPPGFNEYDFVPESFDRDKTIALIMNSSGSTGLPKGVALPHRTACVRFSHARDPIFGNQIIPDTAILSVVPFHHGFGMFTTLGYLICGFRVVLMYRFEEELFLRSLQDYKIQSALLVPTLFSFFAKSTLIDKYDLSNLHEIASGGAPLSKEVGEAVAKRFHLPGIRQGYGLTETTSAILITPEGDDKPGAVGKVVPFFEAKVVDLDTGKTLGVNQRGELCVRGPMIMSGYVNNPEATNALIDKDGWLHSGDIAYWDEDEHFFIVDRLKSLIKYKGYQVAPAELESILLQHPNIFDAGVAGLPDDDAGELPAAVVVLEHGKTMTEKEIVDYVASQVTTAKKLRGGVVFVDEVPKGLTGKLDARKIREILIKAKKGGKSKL
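Material: luciferase plus luciferin reagent, cell-free. Medium: PBS buffer for ATP. Also added: ATP substrate, dispensed from a 10.24 µM working solution in PBS. Doses: test compounds dosed from 2 mM stocks in 100% DMSO. Incubation: 10 min post-reagent at room temperature. Technique: light output (luminescence). Read-out basis: luminescence gain marking luciferase activators.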
TNAP inh hiacc – human TNAP enzyme inhibitors, primary screen, biochemical, luminescent, high phosphate acceptor level, uHTS; purified TNAP, CDP-star luminescence, 1 M DEA; inhibition, % at 20 µM; hit rate 0.03% among 200,000;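 active means over 50% inhibition of tissue-nonspecific alkaline phosphatase at 20 µM in the single-dose screen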;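 further: plate controls were DMSO wells for no effect and EDTA-quenched wells as full inhibition for full effect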
PMI activator – activators of human PMI, primary screen, biochemical, fluorescence intensity, near-Km mannose 6-phosphate; Mannose-6-phosphate isomerase (Homo sapiens), P34949; purified human PMI, coupled resazurin fluorescence, 20 min; hits give high values; 1 = vehicle control, 0 substrate-free wells; activation factor at 20 µM; hit rate 0.005% among 190,000; AID 1214, 2008;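 active means activation factor of 2 or more at 20 µM, relative to plate controls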
Target sequence (P34949 whole entry, looked up): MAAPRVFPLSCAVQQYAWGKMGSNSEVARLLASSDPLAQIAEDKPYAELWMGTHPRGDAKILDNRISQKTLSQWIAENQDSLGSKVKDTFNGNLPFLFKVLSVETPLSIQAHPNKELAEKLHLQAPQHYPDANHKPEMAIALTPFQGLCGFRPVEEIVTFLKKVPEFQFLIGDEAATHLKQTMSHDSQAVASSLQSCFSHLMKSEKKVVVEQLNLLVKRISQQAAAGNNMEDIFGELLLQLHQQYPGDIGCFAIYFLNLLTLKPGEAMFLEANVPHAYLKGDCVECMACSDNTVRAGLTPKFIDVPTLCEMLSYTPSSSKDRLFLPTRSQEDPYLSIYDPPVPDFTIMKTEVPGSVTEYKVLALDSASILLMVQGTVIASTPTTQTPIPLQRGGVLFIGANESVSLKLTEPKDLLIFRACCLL
bIAP act – bovine intestinal alkaline phosphatase activators, primary screen, biochemical, bovine IAP, CDP-star luminescence; purified bovine IAP, 30 min; hits give high values; fold of DMSO-control signal, blank-subtracted; alkaline phosphatase, intestinal [Bos taurus]; hit rate 0.17% among 200,000; AID 1016, 2008; activation factor at 20 µM;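 active means activation factor of 2 or more at 20 µM, a signal rise over negative controls twice the positive control's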
FLuc inhib CS – firefly luciferase enzyme inhibitors, primary screen, artefact control for luciferase-based inhibitor screens, biochemical, luminescence, ATPLite; 10 min; inhibition, % at 10 µM; hit rate 1.5% among 200,000;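 active means inhibition above about 50% when tested at 10 µM, limit read from the data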
APP 5'UTR act – activators of APP 5'UTR luciferase reporter, primary screen, SH-SY5Y cells; SH-SY5Y APP 5'UTR luciferase reporter, luminescence; zero percent = DMSO vehicle wells; activation, % at 2 µM; hit rate 1% among 190,000; AID 1276, 2008;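 active means activation above a set limit, based on mean plus 3 SD of controls, cut at about 140% in these data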; further: values of inactives mirror those of a sister screen read the other way
TNAP act hiacc – TNAP activators at high phosphate acceptor level, primary screen, biochemical, luminescence, uHTS | activation factor at 20 µM | 200,000 tested, under 10 active | purified TNAP, CDP-star luminescence, 1 M DEA, 30 min; hits give high values; 0 = EDTA background, 1 = DMSO-only activity;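 active means activation factor at least 2 at 20 µM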
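Assay system: human TNAP; Input: enzyme diluted 1/800 final; Reagent: CDP-star luminogenic substrate at 100 µM final; Timing: 30 min, room temperature; Signal: luminescence; Evaluation: TNAP activation factor scaled between EDTA and DMSO control wells.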
PMI act satM6P – human PMI activators, high substrate, primary screen, biochemical, fluorescence intensity, near-saturating mannose 6-phosphate; Mannose-6-phosphate isomerase (Homo sapiens), P34949; coupled PMI enzyme assay, resazurin fluorescence, 20 min; hits give high values; 1 = untreated enzyme, 0 = substrate-free blank; activation factor at 20 µM; hit rate 0.34% among 190,000; AID 1216, 2008;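 active means activation factor of 2 or more at 20 µM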
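assay system = human phosphomannose isomerase with PGI, G6PDH, diaphorase coupling enzymes | quantity = 15 ng/mL PMI | incubation = enzyme reaction with compound 20 min at room temperature | medium = HEPES pH 7.4 buffer with MgCl2 and Tween-20 | compound dosing = one concentration, 20 µM, in 1% DMSO | measured by = Diaphorase-driven resazurin-to-resorufin fluorescence, excitation 544, emission 590 nm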
NF-kB expr up – activators of NF-kB expression in neurons, primary screen, cell-based, HTS; human neuronal cells, NF-kB reporter expression; hits give high values; fold change at 12.5 µM; hit rate 1.6% among 190,000; AID 1239, 2008; in the data active means fold change above about 3.3
The depositor's hits bear a star; · = no result given.

item | SMILES | TNAP inh noacc | FLuc stim CS | TNAP inh hiacc | PMI activator | bIAP act
1 | O=c1[nH]c2cc3c(cc2cc1C(c1nnnn1Cc1ccccc1)N1CCCCCC1)OCCO3 (configuration not stated) | -9 | 1.1 | -7 | 1.2 | 0.7
2 | CC1CCCC(NC(=O)COC(=O)Cc2c[nH]c3ccccc23)C1C (configuration not stated) | -3 | 1.1 | -6 | 0.9 | 1
3 | COc1ccccc1NS(=O)(=O)c1cc([N+](=O)[O-])ccc1N/N=C/c1sc(N2CCOCC2)nc1-c1ccccc1 | 34 | 1 | 40 | 1.1 | 1
4 | O=C(N/N=C/c1cccc(O)c1)c1cc(-c2ccc3c(c2)OCO3)n[nH]1 | 95* | 0.9 | 16 | 0.8 | 0.8
5 | CCS(=O)(=O)N1N=C(c2cccc(NS(C)(=O)=O)c2)CC1c1ccccc1 (configuration not stated) | 7 | 1 | 0 | 1.4 | 1.1
6 | COc1ccc(F)cc1S(=O)(=O)NCc1ccccc1 | -3 | 1.1 | -3 | 1.1 | 1
7 | O=C(N1CCOCC1)N1CCN(S(=O)(=O)N2CCOCC2)CC1 | -8 | 1 | -6 | 1 | 0.9
8 | CC(=O)OCc1nc2sc(C)c(C)c2c(=O)[nH]1 | -4 | 1.1 | 0 | 1 | 1

item | FLuc inhib CS | APP 5'UTR act | TNAP act hiacc | PMI act satM6P | NF-kB expr up
1 | -8 | -5 | 1.1 | 1.4 | 1.5
2 | -7 | -13 | 1.1 | 0.9 | 1.1
3 | -3 | 10 | 0.6 | 1.2 | 0.71
4 | 9 | 10 | 0.8 | 1 | 0.59
5 | -1 | -25 | 1 | 1.2 | 0.98
6 | -9 | 12 | 1 | 1 | 0.99
7 | -4 | 13 | 1.1 | 1.1 | 1.1
8 | -9 | -59 | 1 | 1 | 1.1

New compounds follow:
item | SMILES | TNAP inh noacc | FLuc stim CS | TNAP inh hiacc | PMI activator | bIAP act
9 | COc1cc(SC)ccc1C(=O)NC1CCCCC1 | -11 | 1 | -3 | 1 | 0.8
10 | CN(Cc1cccc2ccccc12)C(=O)c1cc(COc2c(F)cccc2F)on1 | -9 | 1.1 | -8 | 0.8 | 0.8
11 | CCc1ccc(CNc2ccc(N3CCN(C(C)=O)CC3)cc2)cc1 | -5 | 1 | 2 | 0.9 | 1
12 | COc1ccc(N2CC(C(=O)NCc3ccco3)CC2=O)cc1 (configuration not stated) | -1 | 1 | -3 | 1.5 | 1.1
13 | COc1cc(C(c2nnnn2C2CCCC2)N2CCN(C)CC2)cc(OC)c1OC (configuration not stated) | -7 | 1 | 1 | 0.9 | 1
14 | O=c1cc(-c2ccc(O)cc2)oc2cc(O)c(C3OC(CO)C(O)C(O)C3O)c(O)c12 (configuration not stated) | 5 | 1 | 0 | 0.9 | 0.9
15 | CN=C1SC(CC(=O)Nc2cccc(C(F)(F)F)c2)C(=O)N1C (configuration not stated) | -9 | 1 | -1 | 1 | 0.9
16 | O=C(Nc1ccc(Br)cc1)N1CCCCCCC1 | -16 | 0.9 | -4 | 0.9 | 0.8

item | FLuc inhib CS | APP 5'UTR act | TNAP act hiacc | PMI act satM6P | NF-kB expr up
9 | 4 | 24 | 1 | 1.1 | 1.5
10 | -6 | 6 | 1.1 | 0.9 | 1.2
11 | 2 | -5 | 1 | 0.9 | 0.79
12 | -4 | -6 | 1 | 1.9 | 1.4
13 | -5 | -3 | 1 | 1.1 | 1.5
14 | -3 | 20 | 1 | 0.8 | 1.7
15 | -1 | 3 | 1 | 1 | 1.1
16 | 6 | 30 | 1 | 0.9 | 1.6

Shown as a hit in TNAP inh noacc (from the list above):
item | SMILES | TNAP inh noacc | FLuc stim CS | TNAP inh hiacc | PMI activator | bIAP act
4 | O=C(N/N=C/c1cccc(O)c1)c1cc(-c2ccc3c(c2)OCO3)n[nH]1 | 95* | 0.9 | 16 | 0.8 | 0.8

item | FLuc inhib CS | APP 5'UTR act | TNAP act hiacc | PMI act satM6P | NF-kB expr up
4 | 9 | 10 | 0.8 | 1 | 0.59

In another format: results already given.
13) COc1cc(C(c2nnnn2C2CCCC2)N2CCN(C)CC2)cc(OC)c1OC (configuration not stated)
  TNAP inh noacc = -7; FLuc stim CS = 1; TNAP inh hiacc = 1; PMI activator = 0.9; bIAP act = 1; FLuc inhib CS = -5; APP 5'UTR act = -3; TNAP act hiacc = 1; PMI act satM6P = 1.1; NF-kB expr up = 1.5
14) O=c1cc(-c2ccc(O)cc2)oc2cc(O)c(C3OC(CO)C(O)C(O)C3O)c(O)c12 (configuration not stated)
  TNAP inh noacc = 5; FLuc stim CS = 1; TNAP inh hiacc = 0; PMI activator = 0.9; bIAP act = 0.9; FLuc inhib CS = -3; APP 5'UTR act = 20; TNAP act hiacc = 1; PMI act satM6P = 0.8; NF-kB expr up = 1.7

Next section:
item | SMILES | TNAP inh noacc | FLuc stim CS | TNAP inh hiacc | PMI activator | bIAP act
17 | Cc1cccc(C(C)C)c1NC(=O)CN(C)Cc1cccc(F)c1 | -4 | 1.1 | -8 | 1.1 | 1
18 | O=C(Cc1ccc(S(=O)(=O)N2CCCCC2)s1)Nc1cccc2ccccc12 | -14 | 1.1 | -3 | 1 | 0.7
19 | CSc1cccc(NC(=O)N2CCCC(CNS(=O)(=O)Cc3ccccc3)C2)c1 (configuration not stated) | -3 | 1 | -2 | 1 | 1.1
20 | O=C(/C=C/c1ccccc1)N1c2ccccc2Sc2ccc(C(F)(F)F)cc21 | -5 | 1 | 0 | 0.9 | 0.9
21 | Cc1cc(N2C(=O)C(=O)/C(=C(/O)c3ccc(F)cc3)C2c2cccc(Br)c2)no1 (configuration not stated) | -9 | 1 | -4 | 1 | 1
22 | CC(C)C(NC(=O)c1ccccc1)C(=O)NC1=NCCS1 (configuration not stated) | -10 | 1.1 | -2 | 1 | 0.9
23 | COc1ccc(C)cc1C(=O)C1CC(C(=O)O)C(C)(C)C1C (configuration not stated) | -12 | 1 | 0 | 0.9 | 0.9
24 | c1cncc(CSc2nnc(-c3cccnc3)n2Cc2ccco2)c1 | -10 | 1.1 | -4 | 1 | 0.9

item | FLuc inhib CS | APP 5'UTR act | TNAP act hiacc | PMI act satM6P | NF-kB expr up
17 | -10 | 13 | 1.1 | 1.1 | 1.1
18 | -7 | 5 | 1 | 0.9 | 1.2
19 | -3 | 4 | 1 | 1 | 0.84
20 | 0 | 25 | 1 | 1.1 | 1.4
21 | 0 | -12 | 1 | 1 | 1.1
22 | -6 | 14 | 1 | 1 | 1
23 | -2 | 14 | 1 | 1 | 1.2
24 | -10 | -5 | 1 | 1 | 1.2

(list continues)
item | SMILES | TNAP inh noacc | FLuc stim CS | TNAP inh hiacc | PMI activator | bIAP act
25 | CC(C)Oc1ccc(C(=O)NC2(C(F)(F)F)N=C3SCCN3C2=O)cc1 (configuration not stated) | -10 | 1 | -3 | 1 | 0.9
26 | Cc1ccnc(SCc2cc(=O)c(OC(=O)c3ccccc3)co2)n1 | -17 | 1 | -3 | 1.1 | 1
27 | Cc1nc(C/C(=N\Nc2ccccc2)c2ccc(O)cc2O)cs1 | 0 | 1 | 1 | 1.4 | 1.1
28 | CCc1nnc(NC(=O)CSc2nnc(Cc3cccn3C)n2C)s1 | -8 | 1 | -2 | 1 | 1
29 | CC1CCCCC1NC(=O)/C=C/c1nc2ccccc2s1 (configuration not stated) | -5 | 0.8 | -5 | 1.1 | 0.9
30 | Cc1ccc(-c2cc(C(=O)O)c3cc(Br)ccc3n2)o1 | -6 | 0.9 | 2 | 1.3 | 0.8
31 | CC(C)CCN1CCN(Cc2cccc(-n3cccn3)c2)CC1CCO (configuration not stated) | -12 | 1 | -5 | 0.9 | 1
32 | O=C(C1CC1)N1CCc2cc(S(=O)(=O)NCC3COc4ccccc4O3)ccc21 (configuration not stated) | -12 | 1.1 | -8 | 0.9 | 1

item | FLuc inhib CS | APP 5'UTR act | TNAP act hiacc | PMI act satM6P | NF-kB expr up
25 | -5 | -3 | 1 | 1 | 1.2
26 | 0 | 12 | 1 | 1 | 1.1
27 | 0 | -5 | 1 | 2.1* | 1.1
28 | 0 | -7 | 1 | 1.1 | 1
29 | 20 | -16 | 1.1 | 1.1 | 2
30 | 12 | 0 | 1 | 1.4 | 1.1
31 | -5 | -6 | 1 | 1 | 1.2
32 | -6 | -9 | 1.1 | 1 | 1

New compounds follow
item | SMILES | TNAP inh noacc | FLuc stim CS | TNAP inh hiacc | PMI activator | bIAP act
33 | Cc1cc(C)nc(NS(=O)(=O)c2ccc(NC(=O)CN3C(=O)c4ccccc4C3=O)cc2)n1 | -7 | 1.1 | -6 | 0.9 | 1
34 | Cc1c(C(=O)N2CCc3ccccc3C2)oc2ccc(S(=O)(=O)N3CCCCCC3)cc12 | -7 | 1.1 | -7 | 0.9 | 1
35 | Cn1c(=O)c2c(ncn2CC(O)CNc2ccc(Br)cc2)n(C)c1=O (configuration not stated) | 3 | 1.1 | 0 | 0.9 | 1
36 | O=C(CCC1CCCN(c2ncccn2)C1)NCc1ccccc1F (configuration not stated) | -4 | 1 | -5 | 0.9 | 1.2
37 | CC(C)c1ccc(C(=O)N2CCCN(C(=O)c3ccc(C(C)C)cc3)CC2)cc1 | -19 | 1.1 | 1 | 1 | 1
38 | O=S(=O)(c1ccc(-c2csc(-c3cccnc3)n2)cc1)N1CCCC1 | -6 | 1.1 | -6 | 1 | 0.9
39 | CSc1nnc(-c2cnccn2)n1C | -7 | 1.1 | -2 | 1.1 | 0.9
40 | Cc1ccc(CNC(=O)CCCn2c(=O)c3ccccc3n(CC(=O)NC3CCCC3)c2=O)cc1 | -5 | 1 | 3 | 0.9 | 1
41 | CCOC(=O)C1=NOC(CN(c2ccccc2)S(=O)(=O)c2ccc(Cl)cc2)C1 (configuration not stated) | -12 | 1.1 | -3 | 0.9 | 1.1
42 | CCn1c(SCc2nnc(-c3ccccc3)o2)nnc1-c1ccc(S(=O)(=O)N2CCCC2)cc1 | -10 | 1.1 | -4 | 0.9 | 1.1
43 | Clc1ccc(/C=N/Nc2nnc(Cl)c3ccccc23)cc1 | -3 | 0.6 | 2 | 0.9 | 0.9

item | FLuc inhib CS | APP 5'UTR act | TNAP act hiacc | PMI act satM6P | NF-kB expr up
33 | -10 | · | 1.1 | 1 | 1.3
34 | -5 | 1 | 1.1 | 0.9 | 0.65
35 | -5 | 11 | 1 | 1 | 0.69
36 | 0 | -3 | 1.1 | 0.9 | ·
37 | -7 | 12 | 1 | 1 | 1
38 | -9 | 15 | 1.1 | 1 | 0.87
39 | -6 | -14 | 1 | 1.1 | 1
40 | 1 | -10 | 1 | 0.9 | 1.3
41 | -5 | 2 | 1 | 0.9 | 1.1
42 | -5 | 10 | 1 | 0.9 | 1.1
43 | 42 | 6 | 1 | 1 | 2
